Bioassay records as filed in PubChem.
BoNT-A LC inh2 = inhibitors of Botulinum neurotoxin A light chain protease. multiplex microsphere protease substrate cleavage, flow cytometry. inhibition, % at 10 µM. hit rate 0.17% among 360,000. AID 588499; further: plate controls were buffer without enzyme for full effect and enzyme alone for no effect
CCHF vOTU inh = blocks the CCHF virus ovarian tumor domain protease. CCHFV vOTU protease, Pep-AMC fluorescence. AID 651958. inhibition, % at 11.5 µM. hit rate 0.55% among 370,000; in the data active means inhibition above about 30%; further: 0% = vehicle wells with enzyme and 100% = no enzyme wells
TcdB GH inh = TcdB glycohydrolase inhibition | AID 652162 | P18177 | TcdB glycohydrolase enzymatic assay, plate reader | inhibition, % at 9.99 µM | hit rate 0.24% among 350,000; in the data active means inhibition above about 10%
Target sequence (P18177 whole entry, looked up): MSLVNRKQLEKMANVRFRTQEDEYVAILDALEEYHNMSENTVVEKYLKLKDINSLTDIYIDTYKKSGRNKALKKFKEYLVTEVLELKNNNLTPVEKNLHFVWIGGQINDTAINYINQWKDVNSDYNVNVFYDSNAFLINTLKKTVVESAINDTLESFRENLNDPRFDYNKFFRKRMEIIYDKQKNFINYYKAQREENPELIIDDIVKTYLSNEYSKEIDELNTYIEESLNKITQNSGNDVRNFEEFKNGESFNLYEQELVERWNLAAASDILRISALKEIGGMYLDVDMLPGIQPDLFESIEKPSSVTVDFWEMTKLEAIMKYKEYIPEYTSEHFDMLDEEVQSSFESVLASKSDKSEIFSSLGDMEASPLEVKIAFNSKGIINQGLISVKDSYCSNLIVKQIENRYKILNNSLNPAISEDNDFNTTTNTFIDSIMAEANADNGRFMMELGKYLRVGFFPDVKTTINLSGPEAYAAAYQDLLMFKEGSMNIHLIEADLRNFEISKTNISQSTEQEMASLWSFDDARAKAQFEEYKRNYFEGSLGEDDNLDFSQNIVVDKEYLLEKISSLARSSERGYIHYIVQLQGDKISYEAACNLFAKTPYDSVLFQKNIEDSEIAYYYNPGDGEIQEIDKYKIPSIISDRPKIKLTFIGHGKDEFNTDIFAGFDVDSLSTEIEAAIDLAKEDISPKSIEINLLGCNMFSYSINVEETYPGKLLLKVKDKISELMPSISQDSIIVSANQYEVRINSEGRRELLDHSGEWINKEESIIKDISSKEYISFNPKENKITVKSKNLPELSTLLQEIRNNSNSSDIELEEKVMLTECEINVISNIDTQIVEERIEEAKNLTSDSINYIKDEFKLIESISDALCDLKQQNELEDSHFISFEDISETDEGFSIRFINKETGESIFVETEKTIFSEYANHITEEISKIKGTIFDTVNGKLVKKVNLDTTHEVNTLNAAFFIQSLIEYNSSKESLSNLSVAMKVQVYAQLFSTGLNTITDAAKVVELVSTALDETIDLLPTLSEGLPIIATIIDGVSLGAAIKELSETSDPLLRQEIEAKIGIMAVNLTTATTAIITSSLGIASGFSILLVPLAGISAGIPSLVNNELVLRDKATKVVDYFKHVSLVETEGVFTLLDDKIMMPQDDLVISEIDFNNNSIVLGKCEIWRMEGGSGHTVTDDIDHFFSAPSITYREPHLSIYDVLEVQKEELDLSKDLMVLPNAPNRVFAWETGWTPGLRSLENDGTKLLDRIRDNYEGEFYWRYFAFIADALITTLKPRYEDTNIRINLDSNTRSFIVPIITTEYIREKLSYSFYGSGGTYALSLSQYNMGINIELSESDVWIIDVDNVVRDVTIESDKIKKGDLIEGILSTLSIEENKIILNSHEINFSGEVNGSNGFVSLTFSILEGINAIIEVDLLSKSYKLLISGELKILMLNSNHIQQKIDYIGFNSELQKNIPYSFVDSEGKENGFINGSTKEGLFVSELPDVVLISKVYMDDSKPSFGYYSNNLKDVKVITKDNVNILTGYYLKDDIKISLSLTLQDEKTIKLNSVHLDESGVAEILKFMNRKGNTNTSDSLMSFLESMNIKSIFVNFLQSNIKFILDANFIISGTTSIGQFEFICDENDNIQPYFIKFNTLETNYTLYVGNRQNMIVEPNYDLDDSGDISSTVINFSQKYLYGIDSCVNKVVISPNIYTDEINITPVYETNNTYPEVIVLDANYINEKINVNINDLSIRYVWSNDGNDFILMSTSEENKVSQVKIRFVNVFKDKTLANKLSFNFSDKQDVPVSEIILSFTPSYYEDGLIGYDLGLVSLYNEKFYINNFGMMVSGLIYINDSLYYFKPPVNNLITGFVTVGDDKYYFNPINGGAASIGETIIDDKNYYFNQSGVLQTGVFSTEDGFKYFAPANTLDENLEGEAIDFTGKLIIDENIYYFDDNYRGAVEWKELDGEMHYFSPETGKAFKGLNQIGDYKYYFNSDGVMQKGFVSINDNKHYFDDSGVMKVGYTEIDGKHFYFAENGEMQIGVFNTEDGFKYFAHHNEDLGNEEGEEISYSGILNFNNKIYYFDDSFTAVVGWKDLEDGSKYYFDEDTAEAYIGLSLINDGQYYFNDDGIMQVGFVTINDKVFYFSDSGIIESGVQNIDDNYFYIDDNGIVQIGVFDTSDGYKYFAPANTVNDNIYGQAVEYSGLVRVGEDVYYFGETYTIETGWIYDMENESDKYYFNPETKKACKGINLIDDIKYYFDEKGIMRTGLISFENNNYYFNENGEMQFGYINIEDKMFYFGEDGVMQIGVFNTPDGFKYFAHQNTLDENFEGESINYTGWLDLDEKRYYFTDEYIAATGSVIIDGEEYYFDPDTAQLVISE
Yp Topo-I inh = Y. pestis Topo-I inhibition via cleavage products; Y. pestis Topo-I cleavage product accumulation, plate reader; activity, % at 10 µM; hit rate 0.064% among 360,000; AID 504884; in the data active means activity above about 50%, passing the limit was not always enough; inconclusive means no clear call, values can overlap the other calls; further: inactives centre near 2
FadD28 FP inh = inhibitors of Mycobacterium tuberculosis FadD28 bisubstrate binding; FadD28 bisubstrate probe binding, fluorescence polarization; inhibition, % at 12.5 µM; hit rate 0.22% among 360,000; AID 588549; in the data active means inhibition above about 8.5%, passing the limit was not always enough; inconclusive means no clear call, values can overlap the other calls
PrPC surface inh = cell surface PrPC inhibition, primary TR-FRET screen; TR-FRET read-out; inhibition, % at 13.8 µM; hit rate 0.43% among 370,000; AID 720596; in the data active means inhibition above about 24%; further: 0% = median of the test wells and 100% = reference compound wells
PfHsp40 rescue = compounds rescuing yeast from Plasmodium falciparum HSP40 toxicity. S. cerevisiae expressing PfHsp40, growth rescue, ATP luminescence. growth rescue, % at 12.5 µM. hit rate 0.68% among 340,000. AID 504582; in the data active means growth rescue above about 28%, passing the limit was not always enough; inconclusive means no clear call, values can overlap the other calls;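 further: yeast W303a lacking pdr1 and pdr3 grown in galactose medium; growth measured after three days at 30 °C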
BoNT F protease = inhibitors of Botulinum neurotoxin F light chain protease | Multiplex microsphere protease cleavage assay, flow cytometry | inhibition, % at 10 µM | hit rate 0.22% among 360,000 | AID 588497; in the data active means inhibition above about 35%, passing the limit was not always enough; inconclusive means no clear call, values can overlap the other calls; further: plate controls were buffer without enzyme for full effect and enzyme alone for no effect
Anthrax LF inh2 = inhibitors of Bacillus anthracis lethal factor protease; P15917; multiplex microsphere protease cleavage assay, LF; inhibition, % at 10 µM; hit rate 0.12% among 360,000; AID 588501; further: plate controls were buffer without enzyme for full effect and enzyme alone for no effect
Starred values were filed as active, the others as inactive; ? = inconclusive; . = not tested or not shown. Unless noted, no stated cut-off is given here; in the data, active means inhibition above about 30%; inconclusive means no clear call, values can overlap the other calls; inactive means below that.

SMILES	BoNT-A LC inh2	CCHF vOTU inh	TcdB GH inh	Yp Topo-I inh	FadD28 FP inh	PrPC surface inh	PfHsp40 rescue	BoNT F protease	Anthrax LF inh2
O=c1[nH]c2ccc(NC(=S)NCc3ccccc3)cc2[nH]1	2.0	-1	-0.3	-2	-0.5	0	-1.3	6	-5
Cc1cc(F)ccc1NS(=O)(=O)c1c(C(=O)N2CCOCC2)c(C)n(C)c1C	2.8	3	-0.6	2	-3.0	-9	-1.7	1	-2
OC(c1ccc(F)c(F)c1)c1nc(-c2ccc(F)c(Cl)c2)cs1 (stereo not given)	0.2	14	0.7	-13	-7.1	0	.	3	-6
O=C(CCN1C(=O)[C@@H]2Cc3ccccc3CN2C1=O)NCc1ccc(Cl)cc1	1.4	3	0.6	4	-21	-11	-0.6	4	0
COc1ccc(CCNC(=O)Cn2nc(C)n3nc(-c4ccccc4)cc3c2=O)cc1OC	1.9	13	1.5	-1	-0.7	8	-0.9	4	-2
COc1ccc(CC(=O)NCCS(=O)(=O)N2CCN(c3ccccc3OC)CC2)cc1	-4.6	2	2.7	3	-0.1	-4	0.8	-6	1
CCCn1c(=O)[nH]c(=O)c2c1nc(-c1cc([N+](=O)[O-])ccc1Cl)n2CCOC	1.8	8	-0.2	5	-4.4	-15	0.6	12	-14
CCOC(=O)c1cc(NC(=O)Nc2ccc(Br)cc2)c(C)nc1C	-0.2	-5	1.2	3	-9.1	2	0.8	-3	0
CCOC(=O)c1ccc(CNC(=O)C2CCC(=O)N(Cc3cccc(OC)c3)C2)o1 (stereo not given)	-0.7	-6	-0.5	-1	-1.5	-9	-0.1	-5	6
COc1ccc(-c2cc3nc(C)c(CCC(=O)NC(C)CCc4ccco4)c(C)n3n2)c(OC)c1 (stereo not given)	-0.4	-6	.	10	-2.6	-5	3.0	-1	4
CS(=O)(=O)N(CC(=O)N1CCCC1)c1cc(Cl)ccc1Cl	-1.5	13	1.4	2	-3.8	-7	4.4	8	10
Cc1ccc(-n2c(=O)c3c(n4cnnc24)-c2ccccc2CC32CCCCC2)cc1	1.1	-13	.	-6	-0.6	-6	-2.1	-4	0
O=c1cc(CN2CCN(c3ccccc3F)CC2)c2cc(O)c(-c3ccccc3)cc2o1	-0.3	-7	1.2	-1	-0.6	-2	-0.5	6	-2
C/C(O)=C(\N=Nc1cc(C)ccc1O)C(N)=O	-0.6	10	1.0	-12	-3.8	-18	-1.0	-6	-5
C#CCn1c(=NC(=O)c2cc(Cl)sc2Cl)sc2cc(S(N)(=O)=O)ccc21	0.0	-9	.	3	-3.4	1	-0.3	-8	-1
O=C(O)c1ccccc1C(=O)NCCc1c(C(=O)O)[nH]c2ccc(Cl)cc12	.	-3	-0.9	-1	-1.2	7	0.0	.	.
CCC(C)OC(=O)c1c(N)n(Cc2cccs2)c2nc3ccccc3nc12 (stereo not given)	1.9	-160	.	2	-6.5	17	0.6	4	-7
Cn1c(SCc2nc3ccccc3c(=O)[nH]2)nnc1-c1ccco1	0.4	1	.	4	-2.0	-3	1.0	-1	2
COc1cccc(Cn2cc(/C=N/NC(=O)c3cc(O)cc(O)c3)c3ccccc32)c1	1.3	10	1.1	-11	3.2	8	2.0	-6	1
Cc1c(C(=O)OC2CCC(C)CC2)[nH]c2c1C(=O)CCC2 (stereo not given)	0.3	8	1.1	1	-2.1	-8	1.2	0	2
COc1ccc(N2CCN(C(c3ccccc3OC)c3nnnn3C3CCCC3)CC2)cc1 (stereo not given)	-0.1	9	.	19	-3.6	-8	2.1	-8	-6
COc1ccc(NCC(=O)N/N=C2\CCCC(C)C2)cc1 (stereo not given)	0.1	-11	-1.0	4	-3.2	1	-0.7	4	1
CC1(C)NC(=O)N(CC(=O)N2CCN(c3cccc(Cl)c3)CC2)C1=O	0.0	.	.	-9	.	.	0.2	0	-2
CCC(C)c1ccc(NC(=O)COc2c(F)c(F)c(C(F)(F)F)c(F)c2F)cc1 (stereo not given)	-0.9	28	.	0	-3.2	9	5.2	-8	1
CC(C)NC(=O)CN1CCC(c2nc3ccccc3[nH]2)CC1	1.1	11	1.0	-2	0.0	0	-0.5	2	-1
CCC(Cc1ccccc1)NCc1c(C(=O)O)c(C)n(Cc2ccccc2)c1C (stereo not given)	-0.4	3	1.9	19	-4.6	4	-1.5	0	-2
Cc1cc(=O)nc2c3ccccc3n(CC(=O)NC(C)c3ccc4c(c3)OCCO4)n12 (stereo not given)	0.0	6	0.1	1	-3.3	0	0.2	-3	-1
CCCCn1c(N)c(N(CCC(C)C)C(=O)CN2C(=O)C3CCCCC3C2=O)c(=O)[nH]c1=O (stereo not given)	1.3	5	1.0	-2	0.2	0	-1.3	2	3
Cc1ccnc(SCc2cc(=O)c(OC(=O)c3ccccc3)co2)n1	0.7	-6	1.3	-2	-1.6	-3	-0.3	3	-2
CCCC(=O)N1CCN(c2ccc(NC(=S)NC(=O)CC)cc2)CC1	2.6	-4	.	-4	-1.3	8	-0.4	2	-4
COc1ccccc1N(CC(=O)NC1CCCC1)S(=O)(=O)c1cccc(C(F)(F)F)c1	-5.0	4	0.2	-1	0.3	7	2.6	-25	-3
COc1cc(OC)c(OC)cc1CN1CCCC(C(=O)c2ccc3c(c2)OCO3)C1 (stereo not given)	0.2	-5	1.5	6	-0.9	-4	0.0	2	-2
COc1ccc(C(CC(=O)N2CCCC2)c2c(OC)cc(OC)c3c(-c4ccccc4)cc(=O)oc23)cc1 (stereo not given)	-0.2	7	0.5	28	-7.3	6	1.2	6	-16
O=C(Oc1ccccc1F)c1ccc2c(=O)n3c(nc2c1)CCC3	2.6	1	0.4	5	-4.1	7	0.4	13	0
O=S(=O)(Nc1ccncc1)c1cc(Cl)ccc1Cl	0.3	1	0.7	3	1.3	-4	-0.3	?	-9
Cn1nc(-c2ccccc2)c(N2CCCCC2)cc1=O	-0.6	1	5.1	10	-2.4	2	-2.0	-5	-6
CCOP(=O)(OCC)C(C)(C)NC(=O)C(Cl)(Cl)Cl	-0.1	6	.	-7	-0.7	6	0.4	-13	-2
CCN(CC)S(=O)(=O)c1cccc(NC(=O)COc2ccc(Cl)cc2Br)c1	-0.7	4	-1.6	-4	-2.1	4	2.9	-14	-2
O=C(COc1ccc2c(-c3ccccc3)cc(=O)oc2c1)NCCN1CCOCC1	-0.3	5	1.9	7	-1.4	-9	-1.0	4	1
O=C1CCCC2=C1C(c1cccc(O)c1)c1c(ccc3ncccc13)N2 (stereo not given)	1.1	16	1.3	-3	-2.1	-30	?	1	-2

One compound at a time (already shown).
COc1ccccc1N(CC(=O)NC1CCCC1)S(=O)(=O)c1cccc(C(F)(F)F)c1 is listed as BoNT-A LC inh2: -5.0; CCHF vOTU inh: 4; TcdB GH inh: 0.2; Yp Topo-I inh: -1; FadD28 FP inh: 0.3; PrPC surface inh: 7; PfHsp40 rescue: 2.6; BoNT F protease: -25; Anthrax LF inh2: -3
COc1ccc(C(CC(=O)N2CCCC2)c2c(OC)cc(OC)c3c(-c4ccccc4)cc(=O)oc23)cc1 (stereo not given) is listed as BoNT-A LC inh2: -0.2; CCHF vOTU inh: 7; TcdB GH inh: 0.5; Yp Topo-I inh: 28; FadD28 FP inh: -7.3; PrPC surface inh: 6; PfHsp40 rescue: 1.2; BoNT F protease: 6; Anthrax LF inh2: -16

Going on with the list.
SMILES	BoNT-A LC inh2	CCHF vOTU inh	TcdB GH inh	Yp Topo-I inh	FadD28 FP inh	PrPC surface inh	PfHsp40 rescue	BoNT F protease	Anthrax LF inh2
CC(NC(=O)c1cccs1)C(c1cccs1)N1CCN(Cc2ccccc2)CC1 (stereo not given)	-0.7	0	.	19	-3.5	-11	0.1	-9	-1
C=CCN(CCNP(=O)(OCC)OCC)CP(=O)(OCC)OCC	-0.4	0	.	-19	-2.9	-4	-0.8	-3	-11
N#CCn1cnc2c(oc3ccccc32)c1=O	5.2	.	.	1	-2.5	.	0.5	7	1
CCCCn1nnc(NC(=O)COc2cc(C)ccc2C(C)C)n1	0.4	14	.	30	-4.4	-4	-0.2	-9	-6
Cc1ccc(CN2C3=NC(=O)CN3c3ccccc32)cc1	-0.2	-7	.	5	0.8	4	-0.6	-6	4
CCN(CC)CCN(C(=O)c1ccc2c(c1)CCCC2)c1nc2ccc(C)cc2s1	1.3	8	1.3	26	-5.7	-5	0.0	-1	-5
COC(=O)c1ccc(SC2CCCCC2)c([N+](=O)[O-])c1	-0.6	-3	.	4	-2.5	-3	5.6	0	-7
CCCN(CCC)Cc1cc(=O)oc2cc(C)cc(C)c12	0.4	22	0.7	.	-2.7	9	.	1	-10
CC1CCC(NC(=O)C2CC(O)CN2S(=O)(=O)c2ccc([N+](=O)[O-])cc2)CC1 (stereo not given)	0.5	-6	-3.2	-4	-2.2	-34	0.0	1	0
CNc1ncc(-c2nnnn2-c2ccccc2)c(-c2ccccc2)n1	-0.7	-17	0.0	4	-2.9	-1	-1.6	0	-8
Clc1ccc(Cn2ccc3ccccc32)cn1	1.1	-12	1.4	4	-2.5	15	-1.9	-12	-2
Cn1c(N2CCCC2)nc2c1c(=O)n(Cc1ccc(Cl)cc1)c(=O)n2C	-0.2	-2	.	-7	0.0	7	1.4	-3	-7
CCOC(=O)N1CCC(NC(=O)c2ccc3nc(N4CCOCC4)sc3c2)CC1	0.2	3	.	-6	0.5	-5	0.2	-5	-6
O=C(CCN1CCN(c2ccccc2)CC1)NNC(=O)Cc1c(F)cccc1Cl	2.4	5	-0.1	3	-0.7	8	-0.1	1	8
COc1cc(OC)cc(C(=O)Nc2ccc3nc4n(c(=O)c3c2)CCCCC4)c1	-0.2	15	0.3	-7	0.4	1	0.1	-6	-2
CC(=O)c1ccc(OCCOc2ccc([N+](=O)[O-])cc2)cc1	-2.3	0	1.8	-11	2.7	-8	4.9	?	3
COc1ccc(S(=O)(=O)NCc2cccnc2)c(Cl)c1Cl	-0.3	-8	0.7	-3	-3.3	0	.	-2	-5
COc1ccc(CC(NC(C)=O)C(=O)NC2CCN(C(=O)Nc3ccccc3C)CC2)cc1OC (stereo not given)	-0.9	9	1.0	11	-2.7	-13	-0.4	-8	19
O=C(NCc1ccccc1)N1CCN(c2ccc(F)cc2)CC1	0.2	2	-0.6	-4	1.2	-5	0.5	0	5
O=C1c2ccccc2C2=Nc3ccccc3SC(c3ccc(Cl)cc3)C12 (stereo not given)	-0.9	7	1.0	-12	-2.3	-6	0.1	-16	-4
Cc1sc2nc(CSc3ccccc3)nc(NCCN(C)C)c2c1C	-0.6	-4	.	-4	-1.1	-5	-1.2	-9	-2
